# CCHF vOTU inh – blocks the CCHF virus ovarian tumor domain protease. 0.55% of 370,000 active. AID 651958. CCHFV vOTU protease, Pep-AMC fluorescence. inhibition, % at 11.5 µM; in the data active = inhibition above about 30%; note: 0% = vehicle wells with enzyme and 100% = no enzyme wells
# FadD28 FP inh – inhibitors of Mycobacterium tuberculosis FadD28 bisubstrate binding; inhibition, % at 12.5 µM; FadD28 bisubstrate probe binding, fluorescence polarization; 0.22% of 360,000 active; AID 588549; in the data active = inhibition above about 8.5%, passing the limit was not always enough; inconclusive = no clear call, values can overlap the other calls
# BoNT-F LC inh – BoNT F light chain protease inhibition; Multiplex microsphere protease cleavage assay, flow cytometry; inhibition, % at 10 µM; 0.22% of 360,000 active; in the data active = inhibition above about 35%, passing the limit was not always enough; inconclusive = no clear call, values can overlap the other calls; note: plate controls were buffer without enzyme for full effect and enzyme alone for no effect
# TcdB GH inh – TcdB glycohydrolase inhibition | P18177 | TcdB glycohydrolase enzymatic assay, plate reader | inhibition, % at 9.99 µM | 0.24% of 350,000 active; in the data active = inhibition above about 10%
# PfHsp40 rescue – compounds rescuing yeast from Plasmodium falciparum HSP40 toxicity. S. cerevisiae expressing PfHsp40, growth rescue, ATP luminescence. growth rescue, % at 12.5 µM. 0.68% of 340,000 active. AID 504582; in the data active = growth rescue above about 28%, passing the limit was not always enough; inconclusive = no clear call, values can overlap the other calls;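 note: yeast W303a lacking pdr1 and pdr3 grown in galactose medium; growth measured after three days at 30 °C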
# Y pestis TopoI – blocks Yersinia pestis topoisomerase I activity; Y. pestis Topo-I cleavage product accumulation, plate reader; activity, % at 10 µM; 0.064% of 360,000 active; AID 504884; in the data active = activity above about 50%, passing the limit was not always enough; inconclusive = no clear call, values can overlap the other calls; note: inactives centre near 2
# Anthrax LF inh2 – anthrax lethal factor protease inhibition; P15917; multiplex microsphere protease cleavage assay, LF; inhibition, % at 10 µM; 0.12% of 360,000 active; note: plate controls were buffer without enzyme for full effect and enzyme alone for no effect
# Target sequence (P15917 whole entry, looked up): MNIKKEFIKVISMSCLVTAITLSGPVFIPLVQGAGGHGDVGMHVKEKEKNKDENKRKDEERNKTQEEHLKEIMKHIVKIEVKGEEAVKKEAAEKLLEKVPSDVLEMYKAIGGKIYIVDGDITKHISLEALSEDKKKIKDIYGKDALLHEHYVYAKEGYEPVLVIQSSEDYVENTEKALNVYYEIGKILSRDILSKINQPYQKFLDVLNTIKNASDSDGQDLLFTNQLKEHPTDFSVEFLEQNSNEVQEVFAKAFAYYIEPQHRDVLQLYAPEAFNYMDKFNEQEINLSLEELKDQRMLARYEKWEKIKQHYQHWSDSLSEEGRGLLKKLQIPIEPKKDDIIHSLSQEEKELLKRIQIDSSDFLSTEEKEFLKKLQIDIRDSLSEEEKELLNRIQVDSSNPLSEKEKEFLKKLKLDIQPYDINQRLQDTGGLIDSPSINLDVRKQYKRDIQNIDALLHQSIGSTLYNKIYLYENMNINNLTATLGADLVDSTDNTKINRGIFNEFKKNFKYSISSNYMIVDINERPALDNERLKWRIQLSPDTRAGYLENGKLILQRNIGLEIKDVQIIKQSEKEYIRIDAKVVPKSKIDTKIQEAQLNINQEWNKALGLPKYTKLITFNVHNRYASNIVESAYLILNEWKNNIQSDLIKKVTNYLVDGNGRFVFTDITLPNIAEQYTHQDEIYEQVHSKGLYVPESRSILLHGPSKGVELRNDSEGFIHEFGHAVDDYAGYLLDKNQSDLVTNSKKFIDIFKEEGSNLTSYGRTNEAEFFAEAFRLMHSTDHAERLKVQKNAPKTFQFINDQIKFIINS
# PrPC TRFRET – reduces human prion protein on the cell surface. P04156. 0.43% of 370,000 active. cell surface PrPC, TR-FRET read-out. AID 720596. inhibition, % at 13.8 µM; in the data active = inhibition above about 24%; note: 0% = median of the test wells and 100% = reference compound wells
# BoNT-A LC inh2 – inhibitors of Botulinum neurotoxin A light chain protease | multiplex microsphere protease substrate cleavage, flow cytometry | inhibition, % at 10 µM | 0.17% of 360,000 active | AID 588499; note: plate controls were buffer without enzyme for full effect and enzyme alone for no effect
# The depositor's hits bear a star; ? = inconclusive; . = no result given; & = joins results of further samples. Cut-off read from the data, not from the text of the source, unless noted: active = inhibition above about 30%; inconclusive = no clear call, values can overlap the other calls; inactive = below that.
compound	CCHF vOTU inh	FadD28 FP inh	BoNT-F LC inh	TcdB GH inh	PfHsp40 rescue	Y pestis TopoI	Anthrax LF inh2	PrPC TRFRET	BoNT-A LC inh2
CCc1ccc(NC(=O)CSc2nc3cc(C(=O)OC)ccc3c(=O)n2CC2CCCO2)cc1 (stereo not given)	-4	-3.3	6	.	-0.8	-6	8	-1	3.0
CCCCOc1ccc(-c2nc(SCC(N)=O)n[nH]2)cc1	-5	-5.2	-1	.	-0.2	11	-4	1	0.0
COc1cccc(OC)c1C(=O)OCC(=O)Nc1cccnc1Cl	4	-0.7	-2	-5.1	58*	0	-3	10	-0.5
CCOc1ccc(S(=O)(=O)N2CCC(C(=O)NCC3CCCO3)CC2)cc1 (stereo not given)	-4	-0.5	3	1.2	2.5	7	0	-1	-2.0
CCN1C(=O)C(Cc2nc3ccccc3c(=O)n2-c2ccccc2)c2ccccc21 (stereo not given)	6	-3.0	4	.	-0.9	4	-2	-12	?
O=C(CNC(=O)c1ccc2ccccc2c1)NCc1ccccc1F	4	-4.5	1	-0.2	-2.0	7	-4	1	0.5
CSc1cccc(N2CC(C(=O)N(CC(C)C)c3c(N)n(Cc4ccccc4)c(=O)[nH]c3=O)CC2=O)c1 (stereo not given)	4	-1.6	-2	2.4	0.2	8	-1	-3	-4.3
COc1cccc(OC)c1C(=O)Nc1ccccc1Sc1ccccc1	4	-0.4	.	0.1	.	-6	.	15	.
O=C(N[C@@H](Cc1c[nH]c2ccccc12)C(=O)O)c1ccccc1Cl	13	-4.9	-10	0.9	-2.1	8	-1	0	0.4
COc1cc(C(=O)N(C)C2CCCCC2)cc(OC)c1OC	-3	0.9	1	0.6	.	-6	-1	4	0.6
CCN(Cc1ccccc1)S(=O)(=O)c1ccc(OC)c2ncccc12	8	-5.6	-4	-0.3	0.6	-1	-6	-3	-0.2
Cc1ccc(S(=O)(=O)Oc2ccccc2C=C2C(=O)NC(=O)NC2=O)cc1	-4	-0.9	6	2.0	.	4	3	-1	0.4
COC(=O)C1(C)NC(c2ccc(O)cc2)C2C(=O)N(c3ccccc3)C(=O)C21 (stereo not given)	19	-1.2	.	0.1	-1.1	2	.	-11	.
CC(C)c1[nH]nc2c1C(c1cccc(OC(=O)N3CCOCC3)c1)C(C#N)=C(N)O2 (stereo not given)	-1	-1.7	12	.	-0.9	-9	2	4	-0.3
Cc1ccc(NC(=O)CSc2nnc(C)c(=O)n2N)cc1	14	-2.9	-2	1.7	-1.2	-8	-6	4	-0.1
O=C(O)Cc1csc(-c2cccc(Oc3ccccc3)c2)n1	-6&-9	-6.2&-3.5	4&5	1.2&-0.8	1.9&0.3	6&9	3&-4	3&16	-1.0&0.5
CC(C)C[C@H](NC(=O)c1nc[nH]c1C(=O)NCC(=O)OCc1ccccc1)C(=O)OCc1ccccc1	27	-4.8	-9	-14	-0.2	11	-5	9	-0.9
COc1ccc(-n2cnnc2SC(C)C(=O)Nc2cccc([N+](=O)[O-])c2)cc1 (stereo not given)	7	-1.1	-2	.	0.1	-6	-2	-9	-0.7
O=C(OCc1ccccc1)N1CCC2CC1c1cc(Cl)ccc12 (stereo not given)	-8	1.7	7	0.4	0.0	-7	-5	1	0.2
C/C(=N\NC(=O)C(O)c1ccccc1)c1ccc(C)s1 (stereo not given)	11	0.0	?	-0.6	-0.6	2	18	4	2.3
O=C(Nc1ccc(F)cc1)c1cccnc1	8	-1.9	19	-5.7	0.6	-4	14	5	0.1
COc1ccc(NC(=O)COC(=O)CNC(=O)c2cccs2)cc1Cl	-4	-4.4	7	0.7	-0.6	5	-7	-2	-0.2
CSC1=NSC2=NC(=O)/C(=C\c3coc4ccccc4c3=O)C(=N)N12	-10	5.2	6	-1.0	0.4	1	2	-3	3.0
C=CCOc1ccc(/C=N/NC(=O)C(=O)Nc2ccccn2)cc1OC	8	1.8	-3	2.0	-0.6	-4	5	-3	0.9
N#CCCN(Cc1ccccc1)C(=O)Nc1ccc2c(c1)CCO2	-10	0.2	2	0.6	0.7	1	11	0	-0.4
CCOC(=O)CCCCNC(=O)Nc1ccccc1	-20	-3.1	-7	1.4	-0.2	1	-2	3	-0.4
O=C(CSc1nc(-c2ccco2)cc(C(F)(F)F)n1)Nc1ccc2c(c1)OCO2	2	-2.6	4	.	1.7	7	-1	7	0.3
CC1(C)CC(=O)C2=C(C1)OC(N)=C(C#N)C2c1cn(-c2ccccc2)nc1-c1ccccc1 (stereo not given)	-1	-5.8	-5	.	1.9	-1	2	-2	-0.1
O=C1c2ccccc2C(=O)C1c1ccccn1	10	-3.6	-4	-0.8	3.3	-4	0	-25	-0.6
Fc1ccc(C2c3[nH]c4ccccc4c3CCN2Cc2ccoc2)cc1 (stereo not given)	4	-1.6	-6	1.0	1.3	0	-2	4	-0.6
CCOP(=O)(OCC)c1nc(Cc2ccccc2)oc1NCc1ccccc1	0	1.4	?	-0.7	-0.7	21	-18	-2	?
O=C(NNC(=S)NC(=O)c1ccco1)c1ccc(NC(=O)c2ccccc2)cc1	-4	0.7	1	-0.2	0.3	-4	4	-6	-0.8
CN(C)S(=O)(=O)N1CCN(C(=O)N2CCOCC2)CC1	4	-0.3	-10	.	-0.1	-1	-3	2	-1.1
CCN(CC(=O)Nc1ccc(NC(C)=O)cc1)Cc1c(O)ccc2cc(Br)ccc12	-6	-2.6	2	1.9	1.9	-12	-1	3	0.6
Cc1ccc(OCC(=O)NCCc2c[nH]c3ccccc23)cc1	1	-0.4	-4	1.9	1.3	-8	-4	3	-0.7
Nc1nonc1C(=O)NCCNCc1ccccc1OCc1ccc(F)cc1	-20	0.1	-12	0.9	-1.5	6	-2	-6	-0.3
CCc1ccccc1-n1nnnc1-c1cnccc1C(F)(F)F	4	-2.5	-5	0.8	2.6	10	8	-2	-0.5
CN(C)C(=S)NCc1ccccc1	15	-3.3	2	.	1.5	1	-1	-4	0.3
Cc1ccc(NCc2nnc(SCC(=O)c3ccc4c(c3)OCCO4)o2)c(C)c1	8	-0.2	0	0.8	1.3	19	-1	1	-0.5
CC1CC(C)(C)C2=NCCN21 (stereo not given)	10	0.1	0	0.8	.	-3	2	-2	-0.3
CCc1nnc(NC(=O)CSc2ncnc3c2oc2ccccc23)s1	-3	?	-5	0.1	-1.4	6	2	0	-0.6
CN(Cc1ccccc1)c1nccn2ccnc12	-3	-2.5	6	0.4	.	3	-9	-1	0.1
COc1ccccc1N(CC(=O)NC1CCCCC1C)S(=O)(=O)c1cccs1 (stereo not given)	1	-3.7	-5	0.4	-1.6	3	-4	-4	-0.1
COc1ccc(C(=O)N/N=C2\CCS(=O)(=O)c3ccc(F)cc32)cc1OC	-5	-3.4	0	0.1	0.3	-7	-8	2	-0.8
COc1ccc(CC(=O)NCC2CCCN(Cc3ccc(OC(F)(F)F)cc3)C2)cc1 (stereo not given)	26	-2.7	?	0.6	-0.4	11	-6	1	-8.0
COc1ccc(-c2csc3ncnc(N4CCN(c5ccccc5)CC4)c23)cc1	8	-1.1	?	1.7	2.2	13	-5	2	-1.6
CCOC(=O)c1ccc(N2C=C(C(=O)OC)C(c3cccc(O)c3)C(C(=O)OC)=C2)cc1	-45	-0.7	-2	0.1	0.1	10	-6	5	-1.4
O=c1[nH]c(=O)n(Cc2ccccc2)c(O)c1C=Nc1ccc(CN2CCOCC2)cc1	5	0.0	-2	.	0.7	10	-2	0	0.0
N/C(=N\OC(=O)Nc1ccccc1)c1cccc(C(F)(F)F)c1	6	-1.9	6	0.7	0.9	17	0	-1	0.5
COc1ccc(C(CC(=O)c2ccc3c(c2)OCO3)c2c(O)c3ccccc3oc2=O)cc1OC (stereo not given)	2	-1.4	-7	-6.5	.	-9	-6	2	-0.9
COc1ccccc1NC(=O)CSc1nnc(-c2ccoc2C)n1CC1CCCO1 (stereo not given)	-3	-1.3	12	.	-1.0	3	4	3	0.0
COC(=O)N/N=C\C=C\c1ccc2c(c1)OCO2	13	-1.9	-11	.	-0.1	-4	8	-5	-0.1
CC(=O)Nc1ccccc1Nc1nc(NCCO)nc(N2CCCC2)n1	5	-1.2	-2	1.4	0.0	6	2	0	0.2
CCOCCc1nn2c(=O)cc(CSCC(=O)Nc3cc(C)cc(C)c3)nc2s1	9	-0.2	0	0.2	0.0	4	-2	1	-0.2
Fc1cccc(CN2CCN3CCCC3C2C2CCCCC2)c1 (stereo not given)	5	-1.3	21	.	-1.4	-3	2	-9	1.4
Nc1ccn([C@@H]2O[C@H](CNC(=O)[C@@H](Cc3cn(COCc4ccccc4)cn3)NC=O)[C@@H](O)[C@H]2O)c(=O)n1	-5	-5.4	4	0.0	.	3	-4	7	-0.4
CC(=O)c1ccc(N2CCN(C(=O)c3ccco3)C(C)C2)c(F)c1 (stereo not given)	2	-0.4	-5	.	6.1	13	0	-1	-1.2
C=CCn1c(SCC(=O)N2CCc3ccccc3C2)nc2sc(CC)cc2c1=O	6	-2.2	-2	.	-0.7	0	1	5	0.6
COc1ccccc1-n1cnnc1SCC(=O)Nc1cc(C)on1	-1	-1.8	2	1.6	-1.7	-6	-3	0	-0.1
COCCNC(=O)Cn1nc(C)c2ccccc2c1=O	0	-0.2	-4	.	-0.5	7	-7	4	0.2

# Shown with values under each structure: part of the list above
# Results follow in this order: CCHF vOTU inh | FadD28 FP inh | BoNT-F LC inh | TcdB GH inh | PfHsp40 rescue | Y pestis TopoI | Anthrax LF inh2 | PrPC TRFRET | BoNT-A LC inh2
Nc1ccn([C@@H]2O[C@H](CNC(=O)[C@@H](Cc3cn(COCc4ccccc4)cn3)NC=O)[C@@H](O)[C@H]2O)c(=O)n1
    -5 | -5.4 | 4 | 0.0 | . | 3 | -4 | 7 | -0.4
CC1(C)CC(=O)C2=C(C1)OC(N)=C(C#N)C2c1cn(-c2ccccc2)nc1-c1ccccc1 (stereo not given)
    -1 | -5.8 | -5 | . | 1.9 | -1 | 2 | -2 | -0.1
COC(=O)N/N=C\C=C\c1ccc2c(c1)OCO2
    13 | -1.9 | -11 | . | -0.1 | -4 | 8 | -5 | -0.1
CCN1C(=O)C(Cc2nc3ccccc3c(=O)n2-c2ccccc2)c2ccccc21 (stereo not given)
    6 | -3.0 | 4 | . | -0.9 | 4 | -2 | -12 | ?

# (next part)
compound	CCHF vOTU inh	FadD28 FP inh	BoNT-F LC inh	TcdB GH inh	PfHsp40 rescue	Y pestis TopoI	Anthrax LF inh2	PrPC TRFRET	BoNT-A LC inh2
Clc1ccc(-n2cccc2)cn1	7	-1.4	-2	1.1	-0.6	1	-1	3	0.1
CCOC(=O)CN(C(=O)COc1nc(-c2ccccc2)cc(C)c1C#N)c1ccccc1	0	-0.1	0	0.4	0.0	0	3	5	-0.3
O=C(Nc1ccnn1C1CCN(C(=O)c2c(F)cccc2F)CC1)C1CC1	1	-1.5	-5	-0.9	-0.1	9	-2	-3	-2.9
COc1ccc(-n2ncc3c(=O)n(CC(=O)Nc4ccc(S(=O)(=O)N5CCOCC5)cc4)cnc32)cc1	-1	-7.8	4	1.3	3.0	-3	2	3	0.5
NC(=O)Cn1cnc2c(nnn2-c2ccc(F)cc2)c1=O	-1	0.1	-23	0.5	-0.9	8	8	0	-1.1
CCO[C@@H]1OC(C(N)=O)=C[C@H](c2coc3ccccc3c2=O)[C@H]1CCCO	9	-5.3	-8	0.0	0.7	-5	1	3	-0.4
CCCCn1c(N)c(N(CC(C)C)C(=O)c2cc(-c3ccco3)nc3ccccc23)c(=O)[nH]c1=O	7	-1.9	5	7.5	0.7	-4	-2	-6	-0.9
O=C(CCCCn1c(=O)[nH]c2ccccc2c1=O)NCCC1=CCCCC1	2	-2.9	12	.	-1.0	-3	2	2	0.3
NC(=O)[C@@H]1CC2(CC(c3cccc(NC(=O)CC(c4ccccc4)c4ccccc4)c3)=NO2)CN1C(=O)[C@@H]1CCC(=O)N1 (stereo not given in full)	-1	-5.2	0	-0.1	0.0	30	-12	0	-0.1

# From PubChem BioAssay
